High-throughput results from PubChem.
All columns: NCI-60 one-dose screen, growth in % after 48 h at 10 µM unless noted; 100 = growth as untreated, 0 = no growth, -100 = all killed.
HCC-2998: HCC-2998 colon cancer | 79,000 tested, 4.7% active | AID 1794799
HCT-15: HCT-15 colon cancer; 82,000 tested, 5.2% active
SW-620: SW-620 colon cancer; 82,000 tested, 5.2% active; AID 1794795
KM12: KM12 colon cancer cells; AID 1794800; 82,000 tested, 5% active
HCT-116: HCT-116 colon cancer. 82,000 tested, 7.3% active. AID 1794798
SNB-19: SNB-19 CNS cancer cells; AID 1794751; 81,000 tested, 2.5% active
SF-295: SF-295 CNS cancer cells | 79,000 tested, 5.6% active
SF-539: SF-539 CNS cancer; 81,000 tested, 6.8% active; AID 1794752
SNB-75: SNB-75 CNS cancer; 79,000 tested, 5% active
Active calls of the source: *; & = joins results of further samples. How the source made its calls: active means growth percent below 10; inactive means the rest.

`O=C(COC(=O)c1ccccc1)NCCCCc1ccccc1` gave HCC-2998 104, HCT-15 97, SW-620 101, KM12 107, HCT-116 108, SNB-19 97, SF-295 107, SF-539 99 and SNB-75 104.
For CNc1ccc(Cc2c[nH]c3ccccc23)cc1 the results were HCC-2998 107, HCT-15 104, SW-620 99, KM12 99, HCT-116 105, SNB-19 101, SF-295 97, SF-539 91 and SNB-75 79.
Screening COc1ccc(C(=O)c2cc(C(=O)/C=C/c3ccc(N(C)C)cc3OC)c3cc(C)ccn23)cc1 returned HCC-2998 114, HCT-15 96, SW-620 108, KM12 102, HCT-116 103, SNB-19 97, SF-295 100, SF-539 98 and SNB-75 116.
Screening O=C(CCCCCCCCC(=O)N(C1CCCCC1)C1CCCCC1)N(C1CCCCC1)C1CCCCC1 returned HCC-2998 61, HCT-15 57, SW-620 66, KM12 61, HCT-116 27, SNB-19 56, SF-295 58, SF-539 81 and SNB-75 49.
`Nc1ccn(C2OC3COC2C3O)c(=O)n1` (stereo not given) gave HCT-15 102, SW-620 99, KM12 102, HCT-116 101, SNB-19 101, SF-295 99, SF-539 99 and SNB-75 95.
Screening Clc1nn2c(Cn3cnc4c(N5CCOCC5)ncnc43)nnc2c2ccccc12 returned HCC-2998 117, HCT-15 88, SW-620 110, KM12 102, HCT-116 93, SNB-19 94, SF-295 105, SF-539 97 and SNB-75 88.
Screening CCC(C)Oc1cc(/C=N/NC(=O)c2cnn3c2NC(c2ccccc2)C3)ccc1OC (stereo not given) returned HCC-2998 72, HCT-15 24, SW-620 27, KM12 20, HCT-116 22, SNB-19 39, SF-295 19, SF-539 9.6* and SNB-75 -12*.
Screening O=C(Nc1ccccc1-c1nn(C(=S)Nc2ccccc2)c(=S)n(C(=S)Nc2ccccc2)c1=O)C(F)(F)F returned HCC-2998 109, HCT-15 84, SW-620 92, KM12 80, HCT-116 71, SNB-19 91, SF-295 86, SF-539 96 and SNB-75 64.
`CCCCCCOC(=O)CC1=C(C)/C(=C/c2[nH]c(-c3ccc[nH]3)cc2OC)N=C1C` gave HCC-2998 -47*, HCT-15 -35*, SW-620 -74*, KM12 -51*, HCT-116 -79*, SNB-19 13, SF-295 -60*, SF-539 -71* and SNB-75 -5.7*.
For C=CC(=O)NCCNc1nccc(Nc2ccc(S(=O)(=O)Nc3ccccn3)cc2)n1 the results were HCC-2998 107, HCT-15 100, SW-620 106, KM12 105, HCT-116 85, SNB-19 102, SF-295 101, SF-539 105 and SNB-75 103.
For CC(C)(c1cc(Cl)c(OCCO)c(Cl)c1)c1cc(Cl)c(OCCO)c(Cl)c1 the results were HCC-2998 93, HCT-15 73, SW-620 86, KM12 83, HCT-116 75, SNB-19 94, SF-295 80 and SNB-75 82.
ClC(Cl)(Cl)C(=NNc1ccccc1)C(Cl)(Cl)Cl was read as HCC-2998 106, HCT-15 109, SW-620 101, KM12 100, HCT-116 111, SNB-19 111, SF-295 105, SF-539 110 and SNB-75 99.
`O=C(O)CSCC(=O)Nc1cc(C(F)(F)F)ccc1Cl` gave HCC-2998 118, HCT-15 103, SW-620 125, KM12 105, HCT-116 107, SNB-19 106, SF-295 103, SF-539 101 and SNB-75 125.
`O=C1C(=Nc2ccc(Cl)c(C(F)(F)F)c2)c2cccc3cccc1c23` gave HCC-2998 109, HCT-15 77, SW-620 61, KM12 88, HCT-116 60, SNB-19 87, SF-295 100, SF-539 89 and SNB-75 92.
CS(=O)(=O)c1ccncc1 was read as HCT-15 98, SW-620 106, KM12 108, HCT-116 86, SNB-19 102, SF-295 111, SF-539 102 and SNB-75 83.
CC(C)C(O)C(C)(C)C(O)C#N (stereo not given) was read as HCC-2998 97, HCT-15 95, SW-620 108, KM12 97, HCT-116 97, SNB-19 106, SF-539 106 and SNB-75 98.
O=C(N/N=C/c1ccc([N+](=O)[O-])s1)c1[nH]c2ccc(Br)cc2c1-c1ccccc1 was read as HCC-2998 0.8*, HCT-15 4.8*, SW-620 3.3*, KM12 13, HCT-116 -7.9*, SNB-19 27, SF-295 24, SF-539 -21* and SNB-75 26.
For Cn1c(=O)c2[nH]c(SCC(=O)Nc3ccc(C(=O)/C=C/c4ccccc4Cl)cc3)nc2n(C)c1=O the results were HCC-2998 106, HCT-15 92, SW-620 96, KM12 98, HCT-116 58, SNB-19 97, SF-295 91, SF-539 101 and SNB-75 77.
Cc1ccc2nc(-c3ccc(C(=O)N/N=C/c4ccccc4)cc3)[nH]c2c1 was read as HCC-2998 111, HCT-15 101, SW-620 110, KM12 102, HCT-116 102, SNB-19 107, SF-295 114, SF-539 105 and SNB-75 103.
Screening COc1cc2nc(Cl)nc(Nc3cccc(C4=Nc5c(N)nc(N)nc5NC(c5ccc(Cl)cc5)C4)c3)c2cc1OC (stereo not given) returned HCC-2998 4.4*, HCT-15 -7.8*, SW-620 11, KM12 14, HCT-116 -45*, SNB-19 13, SF-295 -24*, SF-539 89 and SNB-75 90.
For O=C1C(S(=O)(=O)O)=CC(=Nc2ccc(O)cc2)c2ccccc21 the results were HCC-2998 109, HCT-15 101, SW-620 102, KM12 95, HCT-116 93, SNB-19 111, SF-295 105, SF-539 98 and SNB-75 97.
Screening Cc1ccc(C2(C)NC(=O)N(CC(=O)Nc3cccc(C)c3)C2=O)cc1 (stereo not given) returned HCC-2998 102, HCT-15 94, SW-620 106, KM12 97, HCT-116 96, SNB-19 102, SF-295 107, SF-539 103 and SNB-75 77.
`CC1(C)C(=O)CC[C@]2(C)[C@H]3C(=O)C=C4[C@@H]5C[C@@](C)(C(N)=O)CC[C@]5(C)CC[C@@]4(C)[C@]3(C)CC[C@@H]12` gave HCC-2998 102, HCT-15 114, SW-620 112, KM12 100, HCT-116 100, SNB-19 101, SF-295 112, SF-539 106 and SNB-75 111.
`CCCC(=O)OC1CCCCC1` gave HCC-2998 104, HCT-15 92, SW-620 99, KM12 106, HCT-116 98, SNB-19 104, SF-539 94 and SNB-75 77.
Screening CC(=O)OC[C@H]1OC(Sc2sc(C(=O)c3ccc(Cl)cc3)c(N)c2-c2nc3ccccc3s2)[C@H](OC(C)=O)[C@@H](OC(C)=O)[C@@H]1OC(C)=O (stereo not given in full) returned HCC-2998 109, HCT-15 82, SW-620 83, KM12 89, HCT-116 51, SNB-19 93, SF-295 95, SF-539 59 and SNB-75 50.
`CC(C)Cn1c(-c2ccccc2-c2ccccc2)nc(-c2ccccc2)c1-c1ccccc1` gave HCC-2998 75, HCT-15 68, SW-620 80, KM12 65, HCT-116 42, SNB-19 80, SF-295 52, SF-539 98 and SNB-75 91.
Screening Cc1c2c(nn1C)CN(C(=O)Nc1nc(-c3cccnc3)ccc1N)C2 returned HCC-2998 96, HCT-15 114, SW-620 98, KM12 93, HCT-116 84, SNB-19 100, SF-295 109, SF-539 94 and SNB-75 100.
`CC1C(/C=N/NC(N)=S)C(C#N)(C#N)C1(C#N)C#N` (stereo not given) gave HCC-2998 105, HCT-15 109, SW-620 96, KM12 97, HCT-116 105, SNB-19 101, SF-295 107, SF-539 111 and SNB-75 93.
C=CCN=C1NC(CC(=O)OCC)CS1 (stereo not given) was read as HCC-2998 121, HCT-15 102, SW-620 98, KM12 101, HCT-116 92, SNB-19 99, SF-295 102, SF-539 105 and SNB-75 101.
`CCCCCC1=C(C)C=C(C)CC1(C)C[N+](C)(C)C` (stereo not given) gave HCC-2998 80, HCT-15 101, SW-620 112, KM12 96, HCT-116 87, SNB-19 97, SF-295 95, SF-539 99 and SNB-75 79.
For O=C(NCCCN1CCCC1=O)c1ccc(-c2ncc3cnc(-c4ccccc4)cn23)cc1 the results were HCC-2998 111, HCT-15 95, SW-620 104, KM12 106, HCT-116 102, SNB-19 97, SF-295 96, SF-539 96 and SNB-75 98.
Screening COc1cc(OC)cc(-c2n[nH]nc2-c2ccc3c(c2)OCO3)c1 returned HCC-2998 32, HCT-15 26, SW-620 31, KM12 25, HCT-116 16, SNB-19 45, SF-295 1.2*, SF-539 -31* and SNB-75 -8.1*.
`CCOC(=Nc1ccc(C#N)cc1)SC(c1ccccc1)(c1ccccc1)c1ccccc1` gave HCC-2998 109, HCT-15 95, SW-620 103, KM12 102, HCT-116 97, SNB-19 95, SF-295 95, SF-539 98 and SNB-75 94.
COc1cc(C2CC(c3cccc(Nc4ccncc4)c3)=NN2c2ccccc2)cc(OC)c1OC (stereo not given) was read as HCC-2998 20, HCT-15 28, SW-620 -26*, KM12 7.5*, HCT-116 32, SNB-19 68, SF-295 59, SF-539 77 and SNB-75 44.
For O=C(Oc1ccccc1)c1cccc2cccc(C(=O)Oc3ccccc3)c12 the results were HCC-2998 79, HCT-15 78, SW-620 91, KM12 84, HCT-116 71, SNB-19 102, SF-295 111, SF-539 95 and SNB-75 96.
`O=c1oc2ccccc2cc1-c1csc(N=Nc2c(O)[nH]c3ccc(Cl)cc23)n1` gave HCC-2998 103&104, HCT-15 99&99, SW-620 109&103, KM12 103&108, HCT-116 106&107, SNB-19 90&99, SF-295 88&99, SF-539 94&95 and SNB-75 98&93.
CCNC(=O)Oc1ccc(/C(=C(/CC)Cc2ccccc2)c2ccc(OCCCN(C)C)cc2)cc1 was read as HCC-2998 106, HCT-15 89, SW-620 100, KM12 101, HCT-116 87, SNB-19 96, SF-295 102, SF-539 95 and SNB-75 79.
CCN1CCCC(OC(=O)C(c2ccccc2)c2ccccc2)C1 (stereo not given) was read as HCC-2998 100&103, HCT-15 103&105, SW-620 101&110, KM12 105&104, HCT-116 97&101, SNB-19 111&115, SF-295 106&106, SF-539 104&116 and SNB-75 97&98.
Cn1c(=O)[nH]c(=O)c2nc(CC(=Nc3ccc(Cl)cc3)c3ccccc3)c(=O)[nH]c21 was read as HCC-2998 99, HCT-15 68, SW-620 90, KM12 82, HCT-116 87, SNB-19 91, SF-295 100, SF-539 91 and SNB-75 75.
`O=C(O)c1ccc(NC(=S)NC(=O)c2ccc(Cl)cc2)cc1` gave HCC-2998 107, HCT-15 98, SW-620 117, KM12 100, HCT-116 99, SNB-19 78, SF-295 91, SF-539 97 and SNB-75 86.
Screening COC(=O)c1ccc(COc2ccc([N+](=O)[O-])cc2Cl)cc1 returned HCC-2998 94, HCT-15 107, SW-620 106, KM12 117, HCT-116 102, SNB-19 112, SF-295 98, SF-539 89 and SNB-75 46.
Screening COc1cc(CNC(=O)/C=C/c2ccccc2)ccc1OCC(=O)NO returned HCC-2998 104, HCT-15 101, SW-620 107, KM12 99, HCT-116 99, SNB-19 99, SF-295 102, SF-539 100 and SNB-75 85.
CCCCn1c(=O)c(C2=NC(c3ccc(Cl)cc3)=C2)cc2cc(Cl)ccc21 was read as HCC-2998 104, HCT-15 96, SW-620 98, KM12 95, HCT-116 83, SNB-19 83, SF-295 80, SF-539 101 and SNB-75 98.
